SKN-1 block – C. elegans SKN-1 inhibition | C. elegans VP596 Pgst-4::GFP/RFP ratio, acrylamide-induced, 24 h | inhibition, % at 21.8 µM | 360,000 compounds, 0.49% hits | AID 624304;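 active = interference check ratio from 0.5 to 1.5 plus GFP to RFP signal ratio inhibition reaching or exceeding a fixed threshold, cut at about 30% in these data, passing the limit was not always enough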; note: some compounds called inactive have numbers as strong as hits
MsrA act – bovine methionine sulfoxide reductase A activation | purified bovine MsrA, absorbance read-out | activation, % at 10.6 µM | 360,000 compounds, 0.3% hits | AID 602163; in the data active = activation above about 7.5%;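 note: 0% = vehicle and 100% = reference activator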
Neddylation inh – blocks human cullin neddylation; P61081+Q13564; TR-FRET cullin neddylation, biochemical; calls only at 25 µM; 360,000 compounds, 0.58% hits; in the data active = inhibition above about 36%
FAS TE block – inhibitors of human fatty acid synthase thioesterase domain. P49327. recombinant FAS-TE, OMFH fluorogenic substrate, fluorescence endpoint. inhibition, % at 15 µM. 360,000 compounds, 0.67% hits. AID 602261;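 active = compounds whose normalised, plate-corrected inhibition of enzyme fluorescence in the single-dose primary screen is 50% or more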;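 note: 0% = DMSO with enzyme and 100% = substrate without enzyme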
E coli Lon inh – inhibitors of E. coli Lon protease; P0A9M0; purified E. coli Lon protease, fluorescence polarization; inhibition, % at 7.94 µM; 360,000 compounds, 0.42% hits; AID 602123; in the data active = inhibition above about 13%, passing the limit was not always enough;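 note: 0% = enzyme with probe and DMSO and 100% = no enzyme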
NRP1-CendR mod – modulators of CendR peptide binding to human neuropilin-1; O14786; FAM-RPARPAR peptide binding to NRP-1, fluorescence polarization; inhibition, % at 25 µM; 360,000 compounds, 0.85% hits; AID 602438;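 active = inhibition or corrected inhibition above about 18%, plus a signal ratio from 0.5 to 1.5, limit read from the data, passing the limit was not always enough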; note: strong numbers were not always called active
Target sequence (O14786 whole entry, looked up): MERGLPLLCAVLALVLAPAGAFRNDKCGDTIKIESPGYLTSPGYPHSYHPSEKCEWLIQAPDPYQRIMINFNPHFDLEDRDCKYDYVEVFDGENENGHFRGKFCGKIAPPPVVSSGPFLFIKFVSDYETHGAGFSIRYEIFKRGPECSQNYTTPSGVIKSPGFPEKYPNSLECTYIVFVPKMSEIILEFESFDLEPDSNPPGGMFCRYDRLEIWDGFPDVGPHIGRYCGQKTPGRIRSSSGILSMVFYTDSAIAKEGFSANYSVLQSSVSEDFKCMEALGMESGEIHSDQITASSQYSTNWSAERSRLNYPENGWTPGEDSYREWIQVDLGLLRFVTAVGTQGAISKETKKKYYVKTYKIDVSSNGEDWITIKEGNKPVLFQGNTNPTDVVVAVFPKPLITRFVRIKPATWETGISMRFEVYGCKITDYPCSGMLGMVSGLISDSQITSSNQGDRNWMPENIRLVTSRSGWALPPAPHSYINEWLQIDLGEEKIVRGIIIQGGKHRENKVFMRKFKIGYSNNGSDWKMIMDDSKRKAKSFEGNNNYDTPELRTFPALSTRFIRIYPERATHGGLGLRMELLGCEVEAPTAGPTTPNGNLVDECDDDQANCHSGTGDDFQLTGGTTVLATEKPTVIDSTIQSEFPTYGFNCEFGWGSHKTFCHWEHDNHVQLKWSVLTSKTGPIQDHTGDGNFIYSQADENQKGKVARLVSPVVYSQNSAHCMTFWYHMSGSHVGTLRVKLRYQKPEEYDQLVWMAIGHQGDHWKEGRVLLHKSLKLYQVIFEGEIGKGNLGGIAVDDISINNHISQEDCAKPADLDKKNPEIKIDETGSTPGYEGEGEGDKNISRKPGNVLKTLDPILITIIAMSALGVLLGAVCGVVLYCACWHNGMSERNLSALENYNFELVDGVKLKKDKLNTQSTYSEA
PABP1 MLLE inh – blocks PAM2 peptide binding to the PABP1 MLLE domain. 360,000 compounds, 0.36% hits. P11940. inhibition, % at 20 µM. GST-MLLE / FITC-PAM2 fluorescence polarization; in the data active = inhibition above about 35%, passing the limit was not always enough;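 note: plate controls were DMSO wells with GST-MLLE for no effect and wells lacking GST-MLLE protein for full effect; some results filed as inactive read as strong as hits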
MT1-MMP act inh – blocks activation of human MT1-MMP. P50281. HT1080 RFP-PRO-GFP cells, GFP/RFP ratio fluorescence, overnight; percent of plate control window, DMSO zero. GFP/RFP ratio change, % at 20 µM. 360,000 compounds, 0.061% hits;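 active = GFP/RFP ratio change of at least 30% with cell ATP level not reduced by more than half and red fluorescence within 50% of control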; note: strong numbers were not always called active
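Assay system – RFP-PRO-GFP reporter HT1080 cells · Compound dosing – single dose of 20 µM compound, 1% DMSO final · Incubation – overnight compound exposure at 37 °C · Measure – GFP/RFP fluorescence ratio · Benchmarks – DMSO wells and RFP-L50D-GFP cells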
Rin1-Abl PPI inh – human Rin1-Abl interaction inhibition | P00519+Q13671 | AID 588664 | TR-FRET Rin1/Abl binding, biochemical | 360,000 compounds, 0.4% hits | inhibition, % at 7.35 µM; in the data active = inhibition above about 5%, passing the limit was not always enough
* marks the source's active call; other numbers are inactive results; i = inactive; / = no result given.

Assay codes – A = SKN-1 block; B = MsrA act; C = Neddylation inh; D = FAS TE block; E = E coli Lon inh; F = NRP1-CendR mod; G = PABP1 MLLE inh; H = MT1-MMP act inh; I = Rin1-Abl PPI inh
(1) COc1cc(OC)c(OC)cc1CN1CCN(S(=O)(=O)c2ccc(F)cc2)CC1
  A = 22	B = -2	C = i	D = -7	E = -4	F = 1	G = 6	H = 3	I = -2

(2) Cc1nnc(SCC(=O)c2c(N)n(C3CC3)c(=O)[nH]c2=O)n1-c1ccccc1
  A = -9	B = -3	C = i	D = -5	E = -7	F = 1	G = -4	H = 0	I = 2

(3) CC(C)C(OC(=O)c1nsc(Cl)c1Cl)C(=O)NC1CCCCC1 (centres undefined)
  A = 1	B = -2	C = i	D = 7	E = 6	F = -2	G = 4	H = 1	I = -1

(4) CCC(=O)Nc1cccc(-c2ccc(N3CCCCC3)nn2)c1
  A = 1	B = -2	C = i	D = -2	E = -4	F = -4	G = 4	H = 3	I = 3

(5) CCOc1ccc(N(CC(=O)NCCc2ccc(C)cc2)S(=O)(=O)c2c(C)noc2C)cc1
  A = 9	B = -3	C = i	D = 16	E = 2	F = -24	G = 10	H = -2	I = 0

(6) COc1cc(/C=C/C(=O)OCC(=O)c2c(N)n(C)c(=O)n(C)c2=O)ccc1OC(F)F
  A = -6	B = -2	C = i	D = -4	E = -7	F = 0	G = -17	H = -2	I = 0

(7) Cc1sc2ncnc(OCC(=O)N3CCN(S(=O)(=O)c4ccccc4)CC3)c2c1C
  A = 5	B = -4	C = i	D = 8	E = -1	F = -1	G = -9	H = 0	I = -1

(8) CC1CCc2ccccc2N1C(=O)c1cccs1 (centres undefined)
  A = -12	B = -2	C = i	D = -4	E = 3	F = -1	G = 4	H = -4	I = 1

(9) CC1c2cc3c(cc2CCN1C(=O)c1ccc(Cl)cc1)OCCCO3 (centres undefined)
  A = -19	B = -3	C = i	D = 4	E = -11	F = -9	G = 3	H = 0	I = 11

(10) CSc1ccc(S(=O)(=O)NCC(=O)OCC(=O)N(C)CC(=O)Nc2ccccc2Cl)cc1[N+](=O)[O-]
  A = 12	B = -1	C = i	D = 1	E = -8	F = -8	G = -18	H = 0	I = -4

(11) COC(=O)[C@@]12CCCN1[C@H](c1ccc(-c3ccc(Cl)c(Cl)c3)c(OC)c1)[C@H]1C(=O)N(C)C(=O)[C@H]12
  A = 16	B = -3	C = i	D = 25	E = -9	F = 14	G = -1	H = 3	I = 2

(12) CC(C(=O)N1CCc2ccccc21)n1cnc2c1c(=O)n(C)c(=O)n2C (centres undefined)
  A = -1	B = -3	C = i	D = 4	E = -8	F = -2	G = 11	H = 2	I = -1

(13) COc1ccc(NC(=O)c2cccc3c(Br)cccc23)cc1
  A = -14	B = -1	C = i	D = 1	E = 5	F = 9	G = -12	H = 0	I = -2

(14) CCN(CC)CCNC(=O)c1ccc(NC(=O)c2ccc(Cl)c(S(=O)(=O)N3CCCCCC3)c2)cc1
  A = 6	B = 0	C = i	D = 9	E = 2	F = -13	G = -9	H = 7	I = -1

(15) CN1CCN(C2CCCCCC2)CC1
  A = 7	B = -5	C = i	D = -9	E = -8	F = -10	G = 4	H = -1	I = 2

(16) CC1=NN(Cc2c(C)nn(Cc3ccccc3)c2C)C(C)(C)C1
  A = 3	B = -2	C = i	D = -5	E = -2	F = 7	G = -9	H = 4	I = 0

(17) COc1cccc(-c2cnc(C(O)c3ccc(C)c(F)c3)[nH]2)c1 (centres undefined)
  A = 5	B = -2	C = i	D = 1	E = 8	F = 9	G = -2	H = -1	I = -5

(18) O=C(COc1ccccc1)Nc1ccc2c(c1)nc1n2CCSC1
  A = 7	B = -1	C = i	D = -3	E = 5	F = -12	G = -7	H = 3	I = 1

(19) COc1ccc(-n2cc(-c3ccccc3)c3c(=O)[nH]cnc32)cc1
  A = 3	B = -10	C = i	D = 4	E = -1	F = 2	G = 12	H = 0	I = -1

(20) C[C@@H]1CN([C@@H](C)CO)C(=O)c2cc(NS(=O)(=O)c3ccc(F)cc3)ccc2O[C@@H](C)CCCCO[C@H]1CN(C)C(=O)NC1CCCCC1
  A = -13	B = -10	C = i	D = -1	E = 2	F = 0	G = -24	H = 0	I = 2

(21) CC(=O)NC(c1cccs1)c1cc([N+](=O)[O-])c2cccnc2c1O (centres undefined)
  A = 6	B = -2	C = i	D = 11	E = -2	F = 9	G = 2	H = 6	I = 17*

(22) CC(NC(=O)CCSCCC(=O)NC(C)c1ccccc1)c1ccccc1 (centres undefined)
  A = 11	B = -2	C = i	D = -13	E = 2	F = 1	G = 16	H = 1	I = 4

(23) CC1C(=O)N(Cc2ccccc2F)c2ccccc2N1C(=O)c1c(F)cccc1F (centres undefined)
  A = 6	B = -1	C = i	D = 10	E = 0	F = 1	G = 1	H = -2	I = 4

(24) Cc1cccc2nc(Cn3c(=O)n(CCC(=O)NCc4ccco4)c(=O)c4ccccc43)cc(=O)n12
  A = -15	B = -9	C = i	D = -5	E = -6	F = -3	G = 6	H = -1	I = 1

(25) CCC(C)NC(=O)CN(C)S(=O)(=O)c1ccc2c(c1)c(=O)n(C)c(=O)n2C (centres undefined)
  A = 3	B = 1	C = i	D = 0	E = 1	F = -3	G = -5	H = -3	I = -2

(26) COc1ccccc1OCCCOc1cccc(/C=C2\SC(=O)NC2=O)c1
  A = -3	B = -6	C = i	D = 15	E = -7	F = -5	G = -6	H = 2	I = 0

(27) O=C(CSc1nc(-c2ccco2)cc(C(F)(F)F)n1)NC1CCCC1
  A = -7	B = -4	C = i	D = 4	E = 1	F = -10	G = -2	H = -7	I = -2

(28) Cc1oc(-c2ccccc2Cl)nc1CN(C)C(C)c1ccon1 (centres undefined)
  A = 5	B = 3	C = i	D = -5	E = -4	F = -2	G = 2	H = 4	I = -1

(29) CCN(C(=O)COC(=O)CNC(=O)c1cccs1)c1c(N)n(Cc2ccccc2)c(=O)[nH]c1=O
  A = -1	B = -2	C = i	D = -6	E = -13	F = 1	G = -44	H = -2	I = 4

(30) CCC(=O)Nc1cccc(C(=O)c2ccccc2)c1
  A = -1	B = -2	C = i	D = -5	E = -7	F = -5	G = -1	H = -4	I = -5

Record cards (already shown). Screens in order: SKN-1 block, MsrA act, Neddylation inh, FAS TE block, E coli Lon inh, NRP1-CendR mod, PABP1 MLLE inh, MT1-MMP act inh, Rin1-Abl PPI inh
Cc1oc(-c2ccccc2Cl)nc1CN(C)C(C)c1ccon1 (centres undefined) is entered as 5, 3, i, -5, -4, -2, 2, 4, -1
CC(=O)NC(c1cccs1)c1cc([N+](=O)[O-])c2cccnc2c1O (centres undefined) is entered as 6, -2, i, 11, -2, 9, 2, 6, 17*

(next part)
Assay codes – A = SKN-1 block; B = MsrA act; C = Neddylation inh; D = FAS TE block; E = E coli Lon inh; F = NRP1-CendR mod; G = PABP1 MLLE inh; H = MT1-MMP act inh; I = Rin1-Abl PPI inh
(31) O=C(COC(=O)c1ccc(O)cc1O)Nc1ccc2ccccc2c1
  A = -1	B = -1	C = i	D = 14	E = 0	F = -9	G = -4	H = 5	I = 2

(32) Cc1ccc(C(=O)N/N=C/c2ccc(S(=O)(=O)O)o2)c(Cl)c1
  A = 10	B = -3	C = i	D = -2	E = -7	F = -3	G = -1	H = 4	I = 0

(33) CN1CCC(OC(=O)c2ccccc2)CC1
  A = 25	B = 0	C = i	D = -2	E = -8	F = 4	G = -21	H = 5	I = -5

(34) COc1ccc(C(=O)NCC(=O)OCC(=O)c2ccc(Cl)cc2)cc1OC
  A = -2	B = -1	C = i	D = -1	E = 3	F = -15	G = 2	H = -2	I = -2

(35) CC(C)c1cc(C(=O)Nc2cccc(Cl)c2)no1
  A = 21	B = -1	C = i	D = 16	E = 5	F = 10	G = 2	H = 2	I = 0

(36) Cc1ccc(NC(=O)CSCC(=O)O)c(C)c1
  A = 9	B = -1	C = i	D = -3	E = 2	F = 2	G = 5	H = 2	I = -1

(37) O=C1/C(=C\c2cc(Cl)c(O)c(Cl)c2)SC(=S)N1Cc1ccccc1
  A = -1	B = -9	C = i	D = -133	E = i	F = 146	G = i	H = -44	I = -4

(38) O=C(C1COc2ccccc2O1)N1CCCC1 (centres undefined)
  A = -27	B = -3	C = i	D = -9	E = 1	F = -13	G = 14	H = -1	I = 4

(39) FC(F)(F)c1ccccc1-n1c(-c2cnccn2)n[nH]c1=S
  A = 1	B = -3	C = i	D = -8	E = -9	F = 7	G = -58	H = -1	I = -4

(40) COCCN(C(=O)COC(=O)c1ccc2[nH]c(C)c(C)c2c1)c1c(N)n(Cc2ccccc2)c(=O)[nH]c1=O
  A = 1	B = -1	C = i	D = -8	E = -34	F = -57	G = -62	H = -3	I = -1

(41) O=C1CSC(=S)N1/N=C/c1ccc(C(F)(F)F)cc1
  A = -28	B = -1	C = i	D = -1	E = -14	F = 2	G = 9	H = -2	I = 4

(42) CCN(CC)CCCNC(=O)c1ccc2c3n(nc2c1)-c1ccc(Cl)cc1CO3
  A = -9	B = 4	C = i	D = -7	E = -8	F = 3	G = -13	H = 8	I = -5

(43) O=C(COC(=O)CCc1nc2ccccc2c(=O)[nH]1)Nc1ccc(Cl)cn1
  A = 5	B = -3	C = i	D = -2	E = -3	F = -25	G = -24	H = -10	I = 0

(44) CC(=O)c1cccc(NC(=O)CNC(=O)Cc2ccccc2)c1
  A = 2	B = 1	C = i	D = -1	E = -5	F = 6	G = 22	H = 2	I = 2

(45) CCOC(=O)N1C(=O)C[C@](Sc2ccc(C)cc2)(C(=O)OC)[C@H]1c1ccccc1
  A = 17	B = -2	C = i	D = 2	E = 2	F = -3	G = /	H = -3	I = /

(46) CCC1=C(OC(=O)N(CC)CC)N2C(=O)OC(=NCC3CC3)[C@]2(C)[C@H]2C1=CC[C@H]1C(=O)N(CC(=O)OC)C(=O)[C@H]12
  A = -11	B = -6	C = i	D = -1	E = 0	F = 3	G = 16	H = -2	I = 0

(47) O=S(=O)(Cc1ccc(Cl)cc1)NCC1CCCO1 (centres undefined)
  A = 10	B = -3	C = i	D = -7	E = -5	F = 2	G = -8	H = -1	I = 3

(48) CCOc1ccc(S(=O)(=O)NCC2CCCO2)c2ccccc12 (centres undefined)
  A = -17	B = -5	C = i	D = 4	E = 3	F = -33	G = 5	H = 0	I = 2

(49) COc1cc(C2C(N3C(=O)c4ccccc4C3=O)C(=O)N2c2ccc(C)c(C)c2)cc(OC)c1OC (centres undefined)
  A = 14	B = 1	C = i	D = 43	E = 3	F = -2	G = -13	H = 4	I = -4

(50) CN1CCN(CCCNC(=O)c2nnc(Cc3c(F)cccc3Cl)o2)CC1
  A = -7	B = 0	C = i	D = -3	E = -4	F = -6	G = -5	H = -8	I = -3

(51) NC(=O)c1nsc(C(=O)N(Cc2cccnc2)C(C(=O)NC2CCCC2)c2ccc(F)cc2)c1N (centres undefined)
  A = 8	B = -3	C = i	D = 1	E = -3	F = 1	G = -11	H = -1	I = 0

(52) CN(C)c1ccc(NC(=O)Cn2c(=O)n(Cc3ccccc3)c(=O)c3ccccc32)cc1
  A = 22	B = 2	C = i	D = -3	E = -3	F = 3	G = -6	H = -3	I = -3

(53) CCN1CCCC1CNC(=O)c1cc(S(N)(=O)=O)ccc1OC (centres undefined)
  A = -10	B = -1	C = i	D = 1	E = 0	F = -2	G = 2	H = 3	I = -3

Results in SKN-1 block, PABP1 MLLE inh and E coli Lon inh (two entries from above):
entry	mol	SKN-1 block	PABP1 MLLE inh	E coli Lon inh
50	CN1CCN(CCCNC(=O)c2nnc(Cc3c(F)cccc3Cl)o2)CC1	-7	-5	-4
51	NC(=O)c1nsc(C(=O)N(Cc2cccnc2)C(C(=O)NC2CCCC2)c2ccc(F)cc2)c1N (centres undefined)	8	-11	-3

Assay outcomes from PubChem.
